Bioassay records: PubChem, several laboratories
Lmaj promast: reduces viability of Leishmania major promastigotes | hit rate 9% among 200,000 | inhibition, % at 10 µM | resazurin fluorescence viability; in the data active means inhibition above about 50%;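 further: promastigotes grown with compound for 44 hours at 28 °C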
bIAP act: increases bovine intestinal alkaline phosphatase activity; purified bovine IAP, CDP-star luminescence, 30 min; stronger effect = higher value; fold of DMSO-control signal, blank-subtracted; hit rate 0.17% among 200,000; activation factor at 20 µM;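 active means activation factor of 2 or more at 20 µM, a signal rise over negative controls twice the positive control's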
S1P3 antagonist: antagonists of human S1P3 receptor; CHO S1P3 NFAT-BLA reporter, FRET fluorescence, antagonist mode; Q99500; hit rate 0.27% among 170,000; inhibition, % at 4.98 µM;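 active means inhibition above the plate cutoff, the mean inhibition of test wells on that plate plus 3 SD, cut at about 28% in these data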;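 further: cells challenged with S1P at its EC80 of 0.8 µM; blue over green emission ratio from cleaved BLA substrate after 4 h stimulation; 0% = S1P-stimulated wells and 100% = unstimulated DMSO-only wells; some compounds past the cut are filed as inactive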
Target sequence (Q99500 whole entry, looked up): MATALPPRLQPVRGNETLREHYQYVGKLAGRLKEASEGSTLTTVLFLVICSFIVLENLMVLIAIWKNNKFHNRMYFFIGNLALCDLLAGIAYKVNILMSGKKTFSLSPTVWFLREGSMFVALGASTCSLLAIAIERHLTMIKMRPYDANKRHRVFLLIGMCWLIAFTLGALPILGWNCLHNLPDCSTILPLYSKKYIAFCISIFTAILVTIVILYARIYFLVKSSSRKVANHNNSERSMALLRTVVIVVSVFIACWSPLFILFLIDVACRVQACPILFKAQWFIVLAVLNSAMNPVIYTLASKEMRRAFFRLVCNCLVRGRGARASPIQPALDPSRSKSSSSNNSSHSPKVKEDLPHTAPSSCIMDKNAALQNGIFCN
PPARg SRC-1 ag: agonists of human PPARgamma SRC-1 coactivator recruitment; activation, % at 8 µM; PPARgamma-SRC-1 coactivator recruitment biochemical assay; P37231; hit rate 0.41% among 200,000; AID 631; in the data active means activation above about 19%;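 further: 0% = DMSO and 100% = reference agonist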
PPARg SRC-2 ag: PPARgamma-driven SRC-2 recruitment agonism. AID 1032. hit rate 0.34% among 200,000. PPARgamma LBD-SRC-2 recruitment, biochemical. activation, % at 8 µM; in the data active means activation above about 22%;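 further: 0% = vehicle and 100% = reference agonist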
PPARg SRC3 recr: PPARgamma-driven SRC-3 recruitment agonism; P37231; activation, % at 8 µM; biochemical PPARgamma/SRC-3 coactivator recruitment assay; hit rate 0.26% among 200,000; in the data active means activation above about 23%;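 further: 0% = DMSO and 100% = reference agonist; some compounds past the cut are filed as inactive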
TLR4 MyD88 comp: TLR4-MyD88 interaction inhibition in cells; inhibition, % at 8.4 µM; O00206+Q99836; hit rate 0.18% among 200,000; HeLa CL3-4 TLR4/MyD88 BLA complementation, FRET ratio; AID 861; in the data active means inhibition above about 25%;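 further: 0% = vehicle and 100% = reference inhibitor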
bIAP inh: blocks bovine intestinal alkaline phosphatase activity | inhibition, % at 20 µM | purified bovine IAP, CDP-star luminescence, 30 min | 190,000 tested, under 10 active;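 active means over 50% inhibition of intestinal alkaline phosphatase at 20 µM in the single-dose screen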
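Incubation: 30 min reaction at room temperature / Material: purified bovine intestinal alkaline phosphatase (IAP) enzyme / Input: enzyme at 1/65,000,000 dilution / Dosing: 20 µM single dose / Signal: CDP-star luminescence signal / Reagent: CDP-star chemiluminescent phosphatase substrate, 30 µM final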
TR-FRET SRC-2 ct: flags TR-FRET format artefacts in PPARgamma SRC-2 recruitment agonist screen; TR-FRET artefact counter-screen; stronger effect = higher value; TR-FRET ratio at 8 µM; hit rate 0.4% among 200,000; AID 1049; in the data active means TR-FRET ratio above about 2000; further: inactives centre near 1500; reference of the scale not given here
ROMK primary: modulates human ROMK potassium channel activity | Tet-inducible ROMK, thallium flux fluorescence; actives lie on both sides | hit rate 2% among 130,000 | B-score at 10 µM | P48048;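 active means signal ratio slope over the read window, or its plate-corrected B-score, at least 3 SD from the plate mean, either direction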;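 further: B-score of the F/F0 ratio slope over 7 to 12 s after thallium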
Target sequence (P48048 whole entry, looked up): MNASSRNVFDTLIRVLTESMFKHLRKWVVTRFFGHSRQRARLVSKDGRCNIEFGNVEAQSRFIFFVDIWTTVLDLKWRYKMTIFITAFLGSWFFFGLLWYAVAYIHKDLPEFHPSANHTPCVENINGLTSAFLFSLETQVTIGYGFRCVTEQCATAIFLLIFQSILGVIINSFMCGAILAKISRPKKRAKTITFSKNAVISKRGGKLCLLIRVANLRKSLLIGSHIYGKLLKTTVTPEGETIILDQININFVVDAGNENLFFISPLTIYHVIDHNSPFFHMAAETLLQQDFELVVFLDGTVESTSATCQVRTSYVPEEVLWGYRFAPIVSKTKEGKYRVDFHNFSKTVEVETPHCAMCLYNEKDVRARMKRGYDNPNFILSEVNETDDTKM
DTT redox prof: compounds producing H2O2 with reducing agent – biochemical, NIH compound library profiling, artefact control for MLSCN library redox annotation, primary screen; hit rate 0.03% among 200,000; DTT-dependent redox cycling H2O2, phenol red/HRP absorbance; 100% = 100 µM peroxide control, 0% = buffer; activation, % at 10 µM;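 active means activation of at least 50% relative to the plate's high and low controls in the primary single-dose screen; inactive means activation below 50%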;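 further: compound incubated with DTT at 0.8 mM final as the reducing agent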
* hit, by the source's call; . = no result given; & = joins results of further samples. Random draw from the library; overall some 11% were active at least once.

Below each SMILES: PPARg SRC-1 ag	bIAP act	TLR4 MyD88 comp	bIAP inh	ROMK primary	DTT redox prof	PPARg SRC-2 ag	Lmaj promast	TR-FRET SRC-2 ct	PPARg SRC3 recr	S1P3 antagonist
O=S(=O)(NCCNS(=O)(=O)c1ccc(F)cc1)c1ccc(F)cc1
    0	0.9	10	13	0.34	0.2	-6	-2	1376	-12	.
COC(=O)CC(NC(=O)C1CC1)c1ccc2c(c1)OCO2 (stereo not given)
    6	1.1	0	-10	0.082	-0.6	4	-9	1434	-4	-3
CCS(=O)(=O)Nc1ccc(C(=O)c2ccccc2)cc1
    4	0.9	6	6	-0.22	0.7	6	-3	1501	4	.
CCN1C(=O)/C(=C2/Sc3ccc(OC)cc3N2C)SC1=Nc1cccc(O)c1
    1	0.9	-1	11	-0.51	3.5	-3	99*	1653	6	23
O=C(COC(=O)c1cccnc1Nc1ccccc1F)NCCN1C(=O)CSC1=O
    -5	0.6	-14	38	0.0065	-0.1	1	-3	1443	-5	.
O=C(O)CCn1ncc2ccccc2c1=O
    0	1	-16	3	1.1	0.5	2	-7	1592	6	2
CCN(CCCNC(=O)CNC(=O)Cn1cnc2ccccc2c1=O)c1ccccc1
    6	1	-10	-1	.	-2.6	4	-6	1615	-3	-58
COc1ccccc1Nc1nc(-c2cccs2)cs1
    2	0.8	-6	20	-0.38	1.8	7	3	1524	9	11
Cc1ccc(C(=O)C(OC(=O)c2cnccn2)c2ccccc2)cc1 (stereo not given)
    2	1.1	1	-11	0.22	-0.1	1	-7	1409	-3	13
COCCn1c(SCC(=O)c2cccc(OC)c2)nnc1-c1ccco1
    -7	1	5	-1	-0.91	-0.5	0	-4	1722	3	12
CCOC(=O)c1ccc(N2C(=O)CC(N3CCC(C(N)=O)(N4CCCCC4)CC3)C2=O)cc1 (stereo not given)
    3	0.8	-11	16	.	0.2	12	-4	1569	6	.
O=C(Cc1cccs1)NCCCc1ccccc1
    -1	1	-1	5	1.4	-0.2	1	-3	1400	-1	11
CCc1ccc(NCCC(=O)c2ccc(Cl)cc2)cc1
    -4	0.9	-16	14	.	-3.0	4	10	1391	2	.
COc1ccc(C)cc1NC(=O)C(Sc1nnc(-c2ccncc2)n1-c1ccc(Cl)cc1)c1ccccc1 (stereo not given)
    9	1.5	12	-54	.	0.0	4	38	1640	-2	-11
C=CCNC(=O)C1CC(=O)N(c2ccc(OCC(=O)Nc3cccc(OC)c3)cc2)C1 (stereo not given)
    2	1	4	0	.	2.2	-9	6	1589	-14	13
CCOC(=O)c1sc(=S)n(-c2cc(OC)ccc2OC)c1N
    -1	1	-6	0	.	0.3	-1	-8	1423	-3	3
Cc1nnc(SCC(=O)Nc2ccccc2NC(=O)CSc2nnc(C)s2)s1
    5	0.9	0	11	.	5.1	2	-5	1526	-8	-2
Cc1cc(C)cc(Nc2ncc3c(n2)CC(c2ccco2)CC3=O)c1 (stereo not given)
    4	0.9	-3	14	.	0.9	5	2	1440	8	-14
COc1cccc(CC2(CO)CCCN(CC3=Cc4cc(OC)ccc4OC3)C2)c1 (stereo not given)
    6	0.9	7	6	-0.45	-1.0	0	-2	1774	5	1
C=CCn1c(=O)[nH]c2cc(C(=O)N3CC=C(c4ccccc4)CC3)ccc2c1=O
    3	1.2	-11	-20	0.012	0.2	-8	-4	1356	0	3

Three entries out of the list, sorted by heavy-atom count, ascending.
Below each SMILES: PPARg SRC-1 ag	bIAP act	TLR4 MyD88 comp	bIAP inh	ROMK primary	DTT redox prof	PPARg SRC-2 ag	Lmaj promast	TR-FRET SRC-2 ct	PPARg SRC3 recr	S1P3 antagonist
CCS(=O)(=O)Nc1ccc(C(=O)c2ccccc2)cc1
    4	0.9	6	6	-0.22	0.7	6	-3	1501	4	.
Cc1ccc(C(=O)C(OC(=O)c2cnccn2)c2ccccc2)cc1 (stereo not given)
    2	1.1	1	-11	0.22	-0.1	1	-7	1409	-3	13
C=CCNC(=O)C1CC(=O)N(c2ccc(OCC(=O)Nc3cccc(OC)c3)cc2)C1 (stereo not given)
    2	1	4	0	.	2.2	-9	6	1589	-14	13

Copied from the list:
O=C(Cc1cccs1)NCCCc1ccccc1 in bIAP act = 1
COCCn1c(SCC(=O)c2cccc(OC)c2)nnc1-c1ccco1 in Lmaj promast = -4

Continuation.
Below each SMILES: PPARg SRC-1 ag	bIAP act	TLR4 MyD88 comp	bIAP inh	ROMK primary	DTT redox prof	PPARg SRC-2 ag	Lmaj promast	TR-FRET SRC-2 ct	PPARg SRC3 recr	S1P3 antagonist
Cc1cc(C=O)c2c(c1)C=CC1(Oc3ccccc3C(=O)N1C)O2 (stereo not given)
    0	1	-15	0	-0.81	0.8	5	100*	1530	6	.
Cc1ccc(C2(CCNC(C)c3cccs3)CCOC(C(C)C)C2)cc1 (stereo not given)
    1	1	14	-1	-0.083	4.2	8	38	1498	3	-13
CN(C)CCOc1cccc(Br)c1
    7	0.9	-8	5	0.00043	0.0	9	-3	1698	3	-19
O=C(CNC(=O)c1ccccc1)OC1CCCCC1
    5	0.8	3	19	-0.49	-0.4	5	1	1686	3	-18
Cc1ccc(S(=O)(=O)N(C)c2nonc2C)cc1
    4	1	3	-3	-0.41	2.1	2	-1	1412	-6	23
Cc1nc(NC(=O)CCl)sc1C(=O)N(C)C
    -2	1	0	5	0.22	-0.3	-1	27	1550	1	1
NC1=NN(c2cccc(C(=O)O)c2)C(=O)C1
    -4	0.9	12	5	.	0.6	5	-6	1507	0	-9
Cc1ccc(S(=O)(=O)N2C(=O)CCC2C(=O)N2CCN(C)CC2)cc1 (stereo not given)
    0	0.9	-7	12	.	-3.0	6	-8	1424	1	3
O=C(CS(=O)c1ccc(F)cc1)Nc1ccccc1Cl (stereo not given)
    0	0.9	-2	12	0.85	0.1	3	-1	1630	3	-7
Cn1nc(-c2ccccc2)c(CSc2cccc(Cl)c2)c1Cl
    -1	0.8	7	18	.	-1.3	1	8	1517	8	.
CC1CCN(CC(O)COC2CC(C)CCC2C(C)C)CC1 (stereo not given)
    -3	1.2	5	-15	-1.3	-0.1	-3	90*	1565	-7	0
O=C(Nc1ccc2c(c1)CCC2)C1CCCO1 (stereo not given)
    7	1.1	-7	-12	.	0.8	3	-4	1485	-4	-20
O=C1OC(/C(=C\NCc2ccccc2)[N+](=O)[O-])c2ccccc21 (stereo not given)
    0	1	-7	1	0.28	-1.0	-5	-11	1460	2	-22
Cc1cc(C(F)(F)F)n(-c2ccc(N)cc2)n1
    6	1.1	9	-7	-0.94	0.2	10	-7	1639	7	-11
Cc1cc(C)nc(N/N=C/c2c[nH]c3ccccc23)n1
    10	1	8	4	-0.7	-0.2	5	1	1639	4	3
CC(=O)N1CCC(N(CCN2CCOCC2)C(=S)Nc2c(C)cccc2C)CC1
    0	1.1	-8	-7	0.0044	0.3	5	48	1773	1	-7
COc1cc(S(=O)(=O)N2CCOCC2)ccc1NC(=O)COC(=O)CC12CC3CC(CC(C3)C1)C2
    1	1	-16	-4	-2.9	0.2	3	100*	1594	12	.
COC(=O)CS(=O)(=O)c1ccc(C)cc1
    -2	1	3	2	0.46	-0.4	-1	-4	1534	-2	-22
O=C(COc1cccc2c1CCN(Cc1ccccc1F)C2=O)N1CCCCC1
    -2	1.1	-18	-5	-0.56	0.5	-2	11	1402	-1	-23
CN(C)c1ncccc1-c1nc2ccccc2s1
    4	1.1	-3	-13	-1.8	-0.2	-4	30	1431	-2	-7
COc1ccc(/C=N/OCC(=O)Nc2nc3ccccc3s2)cc1OC
    8	1	-13	0	0.073	-0.8	5	4	1548	2	17
COc1ccc2c(c1OC)CN(C)CCc1cc3c(cc1C(O)C2)OCO3 (stereo not given)
    4	1	-4	0	.	-1.0	4	0	1603	4	-8
O=C(NCC(O)c1ccc([N+](=O)[O-])cc1)C1CCCCC1 (stereo not given)
    -1	1	6	-4	0.015	-3.2	7	-9	1379	-1	-20
COc1ccccc1C1C2=C(COC2=O)Nc2cc3c(cc21)OCO3 (stereo not given)
    2	1	-2	1	.	1.6	3	31	1603	1	.
CCOc1ccc(N(CC(=O)Nc2ccc(OC)cc2)S(=O)(=O)c2c(C)[nH]c(=O)[nH]c2=O)cc1
    -1	0.9	5	6	-0.67	0.0	2	-2	1667	0	-1
COC(=O)c1cc(OC)c(OC)cc1NC(=O)C1CCCO1 (stereo not given)
    -2	1.1	-4	-10	0.43	0.5	0	-5	1456	-5	8
O=C(Nc1cccc(F)c1)C1CCN(C(=O)c2ccc(Br)cc2)CC1
    0	0.9	3	5	-0.42	0.2	0	18	1713	1	.
CCOC(=O)C1=C(C)NC(C)=C(C(=O)OC)C1c1cccc([N+](=O)[O-])c1 (stereo not given)
    4&0	0.9&0.9	-4	9&10	.	0.0	1&-5	14	1478&1486	4&0	-11&-4
COc1ccc2nc(NCCCO)[nH]c2c1
    4	1	0	4	0.15	0.9	8	2	1518	2	.
CN(C[C@H](c1ccccc1)N(C[C@H](Cc1ccccc1)N(CCc1ccccc1)N=O)N=O)N=O
    5	0.9	-8	8	.	-1.0	8	25	1618	2	3
COc1ccc(/C(C)=N\Nc2nc(-c3ccc(Cl)cc3)cc(C(F)(F)F)n2)cc1OC
    3	1.1	1	-6	.	1.2	2	3	1655	-8	-3
COC(=O)[C@@]1(Cc2ccc(OC)cc2)[C@H]2c3cc(C(=O)N4CCCC4)n(CCc4c[nH]c5ccc(O)cc45)c3C[C@H]2CN1C(=O)c1ccccc1
    12	0.6	2	38	-1.1	1.4	9	-5	1571	1	9
COc1ccccc1NC(=O)Nc1ccc(F)c(F)c1
    -2	1.2	-17	-15	0.045	-0.8	-1	16	1623	0	10
O=[N+]([O-])c1ccc(CCNc2cccc3ccccc23)c([N+](=O)[O-])c1
    1	0.4	12	.	0.26	0.9	-1	44	1579	-1	2
COc1ccc(CNC(=O)c2cc(-c3cccs3)on2)cc1
    4	0.8	-2	20	0.82	-0.2	-12	5	1616	-13	-6
CCN(CC)S(=O)(=O)c1ccc(NC(=O)Nc2cccc(C(F)(F)F)c2)cc1
    -6	0.8	-3	16	0.6	0.1	5	2	1574	3	.
N#Cc1ccc(CSc2nnc(NC(=O)c3ccc4ncsc4c3)s2)cc1
    18	1	-16	5	-1.2	-0.5	-10	0	1576	3	-6
CC(C)=CC(=O)Nc1nnc(-c2ccccc2C)s1
    2	1	11	2	-0.55	-0.3	-3	2	1649	2	-19
CC(=O)NC1=NN(C(C)=O)C(C)(c2ccco2)S1 (stereo not given)
    10	1.1	0	-11	0.89	0.4	-4	-1	1639	5	0
CC(C)(C#CCN1CCCC1)OCCC#N
    -4	1	9	1	0.49	-0.2	-14	3	1472	-13	8
CCOC(=O)c1sc2nc(C)c3c(c2c1N)CC(C)(C)OC3
    -5	1	-10	-3	0.19	0.2	0	9	1392	3	.
CC(C)CNC(=O)c1cccc(NC(=O)COc2cccc([N+](=O)[O-])c2)c1
    0	0.9	2	6	-0.61	0.3	-3	6	1493	0	5
O=C(c1cccs1)C1C(c2ccc(Br)cc2)NC(=S)NC1(O)C(F)(F)F (stereo not given)
    -2	0.9	-17	14	.	-0.5	-5	31	1497	-4	-8
O=[N+]([O-])c1c(NCc2ccccc2)cc(N2CCc3ccccc3C2)c2nonc12
    8	0.9	-9	6	.	2.9	12	33	1670	5	-17
